Assay outcomes: PubChem BioAssay, several laboratories
HTR5A ag ctr = HTR5A agonism, opioid heterodimer counter-screen | P47898 | HTR5A agonist assay, luminescence, cell-based | 340,000 compounds, 0.61% hits | AID 504692 | activation, % at 9.3 µM; in the data active = activation mostly above about 9.5%, no sharp cut-off; inactive = mostly below about 7.6%;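 note: 0% = cells with vehicle only and 100% = reference agonist; strong numbers were not always called active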
AddAB inh = less growth of phage-infected E. coli with AddAB. E. coli expressing H. pylori AddAB, absorbance growth. inhibition, % at 11.9 µM. 330,000 compounds, 0.29% hits; in the data active = inhibition above about 12%;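 note: 0% = vehicle wells of infected cells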
CDK5 p35 inh = inhibitors of human CDK5/p35 kinase; Q00535+Q15078; Recombinant CDK5/p35, ADP-Glo luminescence, 60 min; inhibition, % at 10 µM; 330,000 compounds, 0.01% hits; AID 488839;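 active = highest replicate inhibition of at least 50% and at least 75% of replicates reaching 50%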;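 note: plate controls were DMSO neutral control for no effect and GW8510 at 10 µM for full effect; many of its hits are not listed in these tables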
PKA-R2B activ = activates the human PKA-R2B holoenzyme complex; PKA-R2B holoenzyme dissociation, Cy5-IP20 fluorescence polarization; R2B truncated from residue 108, S112A mutant; 0% DMSO only, 100% 113 µM cGMP; P22694+P31323; AID 504700; 340,000 compounds, 0.079% hits; activation, % at 11.4 µM;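 active = activation above a cutoff set at the mean over all compounds plus 3 SD, cut at about 18% in these data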;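 note: higher means more holoenzyme dissociation and a rise in polarization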
Target sequence (P31323 whole entry, looked up, other chains not shown, the tested form may be a part): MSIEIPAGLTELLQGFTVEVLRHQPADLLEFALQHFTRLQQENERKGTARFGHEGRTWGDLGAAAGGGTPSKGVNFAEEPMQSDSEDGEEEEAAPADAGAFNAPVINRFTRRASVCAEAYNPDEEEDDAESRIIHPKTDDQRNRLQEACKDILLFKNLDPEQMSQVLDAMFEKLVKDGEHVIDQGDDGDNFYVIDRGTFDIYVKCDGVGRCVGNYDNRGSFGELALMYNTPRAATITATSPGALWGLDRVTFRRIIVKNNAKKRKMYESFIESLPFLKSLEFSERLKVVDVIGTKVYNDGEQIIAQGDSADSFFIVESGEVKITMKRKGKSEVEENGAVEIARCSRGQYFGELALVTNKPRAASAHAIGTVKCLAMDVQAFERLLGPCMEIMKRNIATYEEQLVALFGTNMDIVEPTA
Tat transport = inhibitors of E. coli Tat protein transport. inhibition, % at 10 µM. E. coli MC4100 TorA-mCherry Tat export, fluorescence. AID 488895. 340,000 compounds, 0.036% hits;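 active = mean replicate inhibition at least 50% and at least half of replicates individually reaching 50%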;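 note: exported cargo escapes ClpAP degradation while cytoplasmic cargo is degraded and loses fluorescence; 0% = median of neutral control wells and 100% = median of NaSCN control wells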
phage Ecoli inh = E. coli growth loss with phage present | growth absorbance | inhibition, % at 11.9 µM | 360,000 compounds, 0.26% hits; in the data active = inhibition above about 11%
Mot1-301 SUMO = inhibitors of SUMOylation pathway: yeast Mot1-301 growth rescue. S. cerevisiae Mot1-301 growth rescue, ATP luminescence, 38.5C; percent above DMSO median, 100 means doubled. growth rescue, % at 18.8 µM. 320,000 compounds, 1% hits. AID 2716;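 active = every valid replicate shows activation above 250% relative to neutral control wells; inactive = the rest, any valid replicate at or below 250%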;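 note: OY570 slx delta 5 strain wells were the positive control but not used for scaling; some compounds called inactive have numbers as strong as hits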
HTR5A inv ag = HTR5A inverse agonism, opioid heterodimer counter-screen | P47898 | HTR5A cell line, luminescence | inhibition, % at 9.3 µM | 340,000 compounds, 0.083% hits; in the data active = inhibition mostly above about 23%, no sharp cut-off; inactive = mostly below about 18%;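 note: 0% = cells with DMSO and 100% = no-cell wells with DMSO; some compounds called inactive have numbers as strong as hits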
PKA-R1A activ = activators of PKA-R1A complex; P00514+P68181; PKA-R1A dissociation, Cy5-IP20 fluorescence polarization; scaled: DMSO 0%, 113 µM cGMP 100%; activation, % at 11.4 µM; 340,000 compounds, 0.083% hits;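 active = percent activation above the mean of all tested compounds plus 3 SD, cut at about 19% in these data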;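 note: higher means more PKAc released from R1A so a rise in polarization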
DAGLB inh = diacylglycerol lipase beta (human) inhibition; inhibition, % at 5.17 µM; Q8NCG7; HEK293T DAGLB membrane lysate, EnzChek fluorogenic substrate; 340,000 compounds, 0.059% hits; in the data active = inhibition above about 34%;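 note: 0% = enzyme with vehicle and 100% = wells lacking enzyme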
Target sequence (Q8NCG7 whole entry, looked up): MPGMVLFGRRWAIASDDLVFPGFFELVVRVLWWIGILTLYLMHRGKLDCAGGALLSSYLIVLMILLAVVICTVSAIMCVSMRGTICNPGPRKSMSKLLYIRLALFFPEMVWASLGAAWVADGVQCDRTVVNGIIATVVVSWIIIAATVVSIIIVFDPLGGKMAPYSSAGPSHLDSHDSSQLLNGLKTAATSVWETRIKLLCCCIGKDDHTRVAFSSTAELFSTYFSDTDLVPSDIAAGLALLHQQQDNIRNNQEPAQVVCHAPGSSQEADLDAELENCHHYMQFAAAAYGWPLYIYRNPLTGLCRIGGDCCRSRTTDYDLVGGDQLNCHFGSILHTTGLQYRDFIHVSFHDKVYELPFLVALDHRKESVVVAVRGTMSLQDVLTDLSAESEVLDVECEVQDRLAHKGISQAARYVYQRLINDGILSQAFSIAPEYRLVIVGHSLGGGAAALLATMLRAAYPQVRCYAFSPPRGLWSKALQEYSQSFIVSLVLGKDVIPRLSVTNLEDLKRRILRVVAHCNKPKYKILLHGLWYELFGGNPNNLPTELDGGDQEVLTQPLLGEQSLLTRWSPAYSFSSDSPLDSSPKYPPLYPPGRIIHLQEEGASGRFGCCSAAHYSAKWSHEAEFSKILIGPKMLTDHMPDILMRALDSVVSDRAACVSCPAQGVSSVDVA
E coli growth = bacterial growth inhibition, counter-screen for AddAB inhibitors; E. coli V3065 growth, OD600 absorbance, 18 h; inhibition, % at 11.9 µM; 330,000 compounds, 0.27% hits; AID 449728;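 active = inhibition above the campaign's mean inhibition across all tested compounds plus 3 SD, cut at about 9.9% in these data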;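 note: uninfected addAB+ strain grown without phage in ampicillin broth; 0% = DMSO wells and 100% = ciprofloxacin 0.95 µg/ml wells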
The depositor's hits bear a star; / = no result given.

compound	HTR5A ag ctr	AddAB inh	CDK5 p35 inh	PKA-R2B activ	Tat transport	phage Ecoli inh	Mot1-301 SUMO	HTR5A inv ag	PKA-R1A activ	DAGLB inh	E coli growth
COc1ccc(CCNC(=O)c2ccc3c(c2)N(Cc2ccc(C)cc2)CCS3)cc1OC	0	4.0	0.3	-1	8	/	-17	2	-7	0	-0.9
COc1cc(CC(=O)Nc2cccc(SC)c2)cc(OC)c1OC	1	0.5	-1.3	-6	-6	4.7	-10	-4	4	-2	-1.1
CC(=O)c1ccc(S(=O)(=O)N2CCN(c3nc4c(C)c(C)ccc4cc3C#N)CC2)cc1	6	2.2	0.5	1	-6	2.1	-7	-55	2	-8	-0.7
Cc1ccc(C(=O)Nc2ncc(Cc3ccccc3)s2)o1	-2	2.9	1.0	1	10	-0.9	-5	2	1	1	-0.3
O=C(CN1C(=O)NC2(CCCCC2)C1=O)Nc1cccc(S(=O)(=O)N2CCOCC2)c1	7	1.0	1.3	-9	-6	1.4	-9	-19	5	-2	-0.2
Cc1ccc(C(C)C)c(OCC(=O)Nn2c(C)nc3ccccc3c2=O)c1	3	0.2	0.8	-7	3	3.8	3	12	0	0	-2.6
COC(=O)C(C)(C)ONC(=O)Nc1ccccc1[N+](=O)[O-]	-1	2.9	-0.8	10	0	4.3	8	4	0	-2	0.1
CC1CCCCC1NC(=O)/C(C#N)=C/c1ccccc1F (stereo not given)	-3	-4.0	-0.4	-6	-2	1.0	21	10	-5	3	0.3
Cc1ccc(C(=O)OCn2ncc(Cl)c(Cl)c2=O)cc1	13	0.6	0.8	2	-5	-1.1	49	-31	-7	0	-0.2
O=C(NCCc1c[nH]c2ccccc12)c1cc2sccc2n1Cc1ccccc1	4	3.3	1.3	-2	14	4.3	15	-5	-3	0	1.3
COc1ccc(-n2c(SCC(=O)N3CCCCC3)nc3ccccc3c2=O)cc1	1	/	-2.5	-2	-1	-0.2	/	-5	0	-1	/
CCOC(=O)c1c(NC(=O)Cn2nc(C(=O)O)c3ccccc3c2=O)sc(C)c1C	3	-0.1	-0.4	6	5	1.5	-10	-7	8	-6	-2.4
Cc1ccccc1NC(=S)Nc1ccc2cn[nH]c2c1	0	-2.1	3.8	7	13	1.2	-9	-1	8	1	-0.6
Cc1cc(C(=O)COC(=O)C2CC2)c(C)n1-c1ccc(F)cc1	1	-0.2	1.4	-3	15	2.9	15	-2	3	-6	-0.4
O=C(Nc1cccnc1Cl)c1cc2c(s1)-c1ccccc1OC2	0	2.9	-0.5	1	2	2.6	8	11	-4	-8	-0.6
CC(C)C(NC(=O)c1ccc(C(C)(C)C)cc1)C(=O)N1CCCC1 (stereo not given)	3	3.0	-0.2	-5	4	1.2	-3	-8	0	-4	-4.2
COc1ccc(C2CC(=O)C3=C(C2)Nc2ccccc2N(C(=O)CCC(=O)O)C3c2ccc(F)cc2)cc1 (stereo not given)	1	-3.5	1.9	-3	-1	-1.5	2	-2	-2	5	-2.3
O=C(CCl)NCc1cc(-c2ccc(Cl)cc2)no1	-5	-1.1	0.7	4	-5	0.7	60	1	-2	-1	-0.7
CCc1cc(=O)oc2cc(C)cc(OCC(=O)NC3CC3)c12	-2	0.3	-0.6	-6	-2	1.1	-28	6	-2	-1	0.7
CCOC(=O)/C(C#N)=C1/SC(CC)C(=O)N1c1ccc(C)cc1 (stereo not given)	7	1.0	-0.4	-1	-2	-0.7	2	-16	2	0	0.5
Cc1ccc(C(=O)C[n+]2ccc3ccccc3c2)cc1	-1	2.1	1.6	6	-3	6.7	9	3	-4	2	0.4
OC(c1cccnc1)c1cccs1 (stereo not given)	1	3.2	0.6	-3	1	0.1	12	13	2	-2	1.3
C/C(=N\OCC(=O)N/N=C/c1ccc(C)cc1O)c1cccs1	9	-2.2	-0.9	1	-2	0.1	-8	-12	2	-3	-2.4
Cc1ccc(N2CCN(C(=O)C3CCCN(c4ncnc5c4nc4n5CCCCC4)C3)CC2)c(C)c1 (stereo not given)	-2	1.4	-1.3	-5	-1	1.3	11	-2	0	-3	0.6
S=c1[nH]nc(Cn2nnc3ccccc32)n1-c1ccccc1	-1	-0.6	-0.8	5	-5	0.9	7	4	5	1	-1.7
COC(=O)c1[nH]c(C)c(/C(O)=C2\C(=O)C(=O)N(CCN(C)C)C2c2ccco2)c1C (stereo not given)	-2	0.6	0.4	-4	-8	/	5	33	10	3	-0.7
CCOc1ccc(NC(=O)NC2CCS(=O)(=O)C2)cc1 (stereo not given)	1	1.8	-0.5	1	0	-2.1	357	-7	4	0	-3.0
CCN1C(=O)N[C@@H](CCc2ccccc2)[C@H](C(C)=O)[C@H]1C	6	0.9	1.1	-3	-2	-1.6	3	-16	-2	0	-1.0
Cc1ccc(S(=O)(=O)Cc2ccc(C(=O)NC3CCCC3)o2)cc1	4	2.1	-1.7	4	-5	5.8	-4	-17	-17	1	-0.9
O=C(NCc1cccc(F)c1F)C1CCC(=O)N(C2CCCCCC2)C1 (stereo not given)	3	3.2	2.1	-1	1	1.9	2	9	-15	4	1.9

Other compounds:
Codes – A = HTR5A ag ctr; B = AddAB inh; C = CDK5 p35 inh; D = PKA-R2B activ; E = Tat transport; F = phage Ecoli inh; G = Mot1-301 SUMO; H = HTR5A inv ag; I = PKA-R1A activ; J = DAGLB inh; K = E coli growth
COc1ccc(CNC(=O)Cn2nc(C)c3c(C)n(-c4ccc(C)cc4)nc3c2=O)cc1OC
  A: 3	B: 2.1	C: -0.7	D: -11	E: 2	F: 1.4	G: 10	H: -6	I: 10	J: -2	K: 0.0
CC(=O)N1CCN(c2ccc(NCc3ccc4c(c3)OCO4)cc2)CC1
  A: 4	B: -0.3	C: 1.3	D: -7	E: 0	F: 0.2	G: 434	H: -38	I: -2	J: 4	K: 0.8
C=CCC(=O)N1CCCC(CCC(=O)NCc2ccccc2F)C1 (stereo not given)
  A: -8	B: -1.9	C: -1.3	D: 9	E: 8	F: 4.3	G: -25	H: 22	I: -1	J: 3	K: -1.5
COc1ccc(C2C(C#N)=C(N)OC3=C2C(=O)CC(C)(C)C3)cc1 (stereo not given)
  A: -4	B: 1.7	C: -2.8	D: 11	E: -4	F: 1.8	G: -7	H: 12	I: 3	J: 0	K: -1.3
Cc1cc(C)cc(Nc2cnn(C34CC5CC(CC(CC(=O)O)(C5)C3)C4)c(=O)c2Cl)c1
  A: 4	B: 0.7	C: 2.5	D: -2	E: 7	F: 1.8	G: -22	H: -10	I: -6	J: 2	K: 2.7
Cc1ccc(-n2cc(C(=O)c3ccc(F)cc3)nn2)cc1Cl
  A: 0	B: 4.2	C: -1.2	D: -17	E: 0	F: 0.3	G: -6	H: 1	I: -12	J: -4	K: 3.2
Cn1nc(C(=O)N2CCCCC2)c2c1-c1ccccc1S(=O)(=O)C2
  A: 1	B: 0.2	C: -2.8	D: 10	E: -8	F: -1.6	G: -2	H: -3	I: 4	J: -1	K: -0.6
CN(CC(=O)Nc1ccccc1Cl)C(=O)COC(=O)C1CCN(c2ccc(C(F)(F)F)cn2)CC1
  A: -1	B: 0.9	C: -2.5	D: 3	E: 19	F: -3.8	G: 1	H: -26	I: 2	J: 0	K: -1.7
CN1C(C(=O)Nc2ccccn2)=C(O)c2sc(Cl)cc2S1(=O)=O
  A: 6	B: -0.8	C: -0.2	D: 0	E: -4	F: 1.3	G: -11	H: -21	I: 2	J: 2	K: 0.1
CC(C)c1ccc(CNn2cnnc2)cc1
  A: 1	B: 1.7	C: -0.6	D: 3	E: -4	F: 1.5	G: -8	H: -4	I: -11	J: 0	K: 2.3
COc1cccc(NS(=O)(=O)c2ccc(-c3coc(C)n3)cc2)c1
  A: -4	B: 0.6	C: /	D: 3	E: -12	F: 4.5	G: -7	H: -6	I: -6	J: -5	K: -0.8
Cc1cc(C)c(NC(=O)c2ccc3nccnc3c2)c(C)c1
  A: 4	B: /	C: 0.7	D: 8	E: 0	F: 2.2	G: /	H: 1	I: 9	J: 1	K: /
Cc1nn(Cc2ccc(Cl)cc2)c(C)c1NC(=O)c1ccc([N+](=O)[O-])cc1
  A: 9	B: 1.9	C: -0.3	D: 5	E: -11	F: 2.3	G: 1	H: -22	I: 5	J: 0	K: 0.6
COc1ccc(OCC(=O)OCC(=O)NCc2ccc(F)cc2)cc1
  A: 7	B: 2.3	C: -4.3	D: -13	E: 6	F: 2.6	G: 7	H: -10	I: -10	J: -1	K: -2.8
CCOC(=O)C1(CCCc2ccccc2)CCN(C(=O)COC)CC1
  A: 0	B: 2.0	C: 0.5	D: -3	E: 2	F: 2.1	G: -24	H: 0	I: -10	J: -1	K: -2.0

Sorted by heavy-atom count (falling): part of the list above.
Codes – A = HTR5A ag ctr; B = AddAB inh; C = CDK5 p35 inh; D = PKA-R2B activ; E = Tat transport; F = phage Ecoli inh; G = Mot1-301 SUMO; H = HTR5A inv ag; I = PKA-R1A activ; J = DAGLB inh; K = E coli growth
O=C(NCCc1c[nH]c2ccccc12)c1cc2sccc2n1Cc1ccccc1
  A: 4	B: 3.3	C: 1.3	D: -2	E: 14	F: 4.3	G: 15	H: -5	I: -3	J: 0	K: 1.3
CCOC(=O)C1(CCCc2ccccc2)CCN(C(=O)COC)CC1
  A: 0	B: 2.0	C: 0.5	D: -3	E: 2	F: 2.1	G: -24	H: 0	I: -10	J: -1	K: -2.0
C=CCC(=O)N1CCCC(CCC(=O)NCc2ccccc2F)C1 (stereo not given)
  A: -8	B: -1.9	C: -1.3	D: 9	E: 8	F: 4.3	G: -25	H: 22	I: -1	J: 3	K: -1.5

Structural class, the compounds so far containing a nitro group on carbon
Codes – A = HTR5A ag ctr; B = AddAB inh; C = CDK5 p35 inh; D = PKA-R2B activ; E = Tat transport; F = phage Ecoli inh; G = Mot1-301 SUMO; H = HTR5A inv ag; I = PKA-R1A activ; J = DAGLB inh; K = E coli growth
COC(=O)C(C)(C)ONC(=O)Nc1ccccc1[N+](=O)[O-]
  A: -1	B: 2.9	C: -0.8	D: 10	E: 0	F: 4.3	G: 8	H: 4	I: 0	J: -2	K: 0.1
Cc1nn(Cc2ccc(Cl)cc2)c(C)c1NC(=O)c1ccc([N+](=O)[O-])cc1
  A: 9	B: 1.9	C: -0.3	D: 5	E: -11	F: 2.3	G: 1	H: -22	I: 5	J: 0	K: 0.6

Other structures.
Codes – A = HTR5A ag ctr; B = AddAB inh; C = CDK5 p35 inh; D = PKA-R2B activ; E = Tat transport; F = phage Ecoli inh; G = Mot1-301 SUMO; H = HTR5A inv ag; I = PKA-R1A activ; J = DAGLB inh; K = E coli growth
Cc1nc2ccccc2c(=O)n1/N=C/c1ccco1
  A: -4	B: -2.1	C: -0.6	D: -4	E: 0	F: -0.2	G: 30	H: 26	I: -4	J: -1	K: -0.7
Cc1cccc(OCc2nc(C#N)c(NCc3ccc4c(c3)OCO4)o2)c1
  A: 0	B: 1.9	C: -0.1	D: -8	E: 3	F: 2.2	G: 5	H: 12	I: 1	J: -4	K: -1.1
Cc1ccc(C)c(-n2nnnc2SCC(=O)Nc2c(C)n(C)n(-c3ccccc3)c2=O)c1
  A: 0	B: -0.7	C: -1.3	D: -1	E: -3	F: 2.4	G: 377*	H: -1	I: -18	J: -1	K: -0.2
O=[N+]([O-])c1ccccc1S(=O)(=O)NCCSc1ccccc1
  A: -1	B: 2.8	C: 1.6	D: 7	E: 2	F: 1.6	G: -6	H: -28	I: 2	J: -6	K: -0.2
